ELG1 genotox – induces genotoxicity in HEK293T cells with luciferase-tagged ELG1; 330,000 tested, 1.3% active; Potency, µM (series often up to 46 µM), for inactives: at the top dose activity change, positive = activation, actives largely listed as activators; AID 504466; HEK293T ELG1-luciferase reporter, luminescence, 16 h; further: potency means the concentration at half of the fitted maximal effect; % of control where 0% means no effect; nearly all actives have a fitted effect of over 60% in size
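Genotoxicity was scored as increased ELG1-luciferase reporter signal, measured by ONE-Glo luminescence (30 min, room temperature). Compound or vehicle exposure of the HEK293T reporter cells lasted 16 hr at 37°C.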
p53 reactivation – mutant p53 re-activation in reporter cells; 320,000 tested, 0.063% active; Potency, µM (highest dose often 92.2 µM), inactives show at the top dose activity change, positive = activation, most hits filed as activators; H1299 p53-A138V BP100-luciferase reporter, luminescence, 24 h; further: potency means the concentration at half of the fitted maximal effect; % of control where 0% means no effect; nearly all actives have a fitted effect of over 45% in size
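H1299 (p53-null), stable ts p53-A138V + BP100-Luc; 1000 cells/well, Opti-MEM/10% FBS; cpd 4 pt, 1:5; 24 h, 37 deg C, 5% CO2; detection reagent 10 min RT; luminescence.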
S-ASM inh – blocks human secretory acid sphingomyelinase | Potency, µM (titrated, usually from 57.5 µM), without a hit: top-dose activity change, negative = inhibition, usual class: inhibitors | P17405 | 340,000 tested, 0.006% active | placental ASM, HMU-PC fluorogenic substrate, 60 min; further: potency means the concentration at half of the fitted maximal effect
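Human placenta-derived ASM enzyme was preincubated with compound for 10 minutes at room temperature, then given fluorogenic substrate HMU-PC0 (9 uM final) for 60 minutes at 37 °C; a pH 10 stop preceded fluorescence reading at Ex 386/Em 447 nm.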
TRPV1 ag – agonists of human vanilloid receptor 1 (TRPV1); Q8NER1; TRPV1-expressing cells, Fluo-8 calcium influx, agonist mode; activation, % at 8.33 µM; 320,000 tested, 0.19% active; AID 540275; in the data active means activation above about 80%; inconclusive means between about 30% and that limit; further: 0% is about no effect
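Fluo-8 calcium influx in TRPV1-expressing cells, kinetic read (ex 480/em 520 nm). Compound added and read 3 min for agonist activity, followed by capsaicin at EC20 final and 2 min further read for enhancement.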
Eya2 phos inh – Eya2 (human) phosphatase inhibition. AID 488837. 330,000 tested, 0.006% active. Potency, µM (series often up to 76.9 µM), for the others: at the top dose activity, negative = inhibition, hits mostly inhibitors. recombinant Eya2, OMFP fluorescence dephosphorylation (OMFP is methylfluorescein phosphate); further: potency means the concentration at half of the fitted maximal effect; on the % scale 0 is the no-effect control and ±100 the full control effect
Target sequence (O00167 whole entry, looked up): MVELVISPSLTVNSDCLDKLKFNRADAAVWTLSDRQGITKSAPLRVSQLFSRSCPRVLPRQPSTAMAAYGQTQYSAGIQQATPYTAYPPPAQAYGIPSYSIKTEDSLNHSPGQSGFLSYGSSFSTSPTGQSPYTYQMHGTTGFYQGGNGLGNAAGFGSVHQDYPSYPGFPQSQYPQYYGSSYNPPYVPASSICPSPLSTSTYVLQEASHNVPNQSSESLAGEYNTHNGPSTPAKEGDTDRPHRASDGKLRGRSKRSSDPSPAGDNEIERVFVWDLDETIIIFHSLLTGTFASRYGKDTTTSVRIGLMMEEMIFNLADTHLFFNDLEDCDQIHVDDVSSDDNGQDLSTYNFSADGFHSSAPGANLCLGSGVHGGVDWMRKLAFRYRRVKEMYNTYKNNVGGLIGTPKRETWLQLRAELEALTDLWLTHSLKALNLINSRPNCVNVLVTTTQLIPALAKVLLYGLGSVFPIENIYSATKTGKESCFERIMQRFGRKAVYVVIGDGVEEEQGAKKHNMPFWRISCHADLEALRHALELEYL
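Eya2 protein (added as 0.2 uM solution) was preincubated with compound for 10 min at ambient temperature in 50 mM HEPES pH 7.5, 50 mM NaCl, 5 uM MgCl2, 0.05% BSA, 1 mM DTT. OMFP (added at 50 uM) then reacted 10 min; fluorescence read at 485/525 nm.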
B2AR arrestin – beta2AR (human) beta-arrestin recruitment activity; P07550; beta-arrestin recruitment to beta2AR, cell-based reporter; Potency, µM (titrated, usually from 46.1 µM), inactives show top-dose activation, actives largely listed as activators; 330,000 tested, 0.02% active; AID 492947;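 further: potency means the concentration at half of the fitted maximal effect; 0% = DMSO controls and full agonism = EC100 isoproterenol or metaproterenol; nearly all actives have a fitted effect of over 65% in size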
Target sequence (P07550 whole entry, looked up): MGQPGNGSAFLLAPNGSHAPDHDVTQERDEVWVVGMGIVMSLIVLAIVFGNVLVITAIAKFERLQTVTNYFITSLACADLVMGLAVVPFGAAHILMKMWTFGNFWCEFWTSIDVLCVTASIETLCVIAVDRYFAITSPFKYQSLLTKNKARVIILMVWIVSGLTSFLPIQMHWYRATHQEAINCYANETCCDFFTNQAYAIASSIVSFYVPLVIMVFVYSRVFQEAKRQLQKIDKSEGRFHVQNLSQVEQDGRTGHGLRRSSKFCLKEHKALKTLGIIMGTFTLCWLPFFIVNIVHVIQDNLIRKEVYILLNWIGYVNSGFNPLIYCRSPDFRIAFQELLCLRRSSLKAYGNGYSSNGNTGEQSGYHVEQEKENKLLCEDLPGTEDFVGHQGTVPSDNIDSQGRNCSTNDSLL
USP2a inh – inhibitors of human ubiquitin-specific protease USP2a; O75604; USP2 core, Ub-CHOP2 coupled fluorogenic reporter, 485/531; Potency, µM (top dose mostly 38.3 µM), for inactives: top-dose activity change, negative = inhibition, most hits filed as inhibitors; 330,000 tested, 0.01% active; AID 463254;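 further: potency means the concentration at half of the fitted maximal effect; plate controls were DMSO wells for no effect and full inhibition by NEM control for full effect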
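Cell-free coupled assay: 10nM USP2 core preincubated 30min RT with compound in Tris-HCl pH 8.0/CaCl2/CHAPS buffer, then 25nM Ub-CHOP2 and 25nM reporter substrate; fluorescence (Ex 485/Em 531) read after 60min RT, normalized to NEM inhibition, concentration-response curves fitted.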
BRCA1 expr act – BRCA1 expression activation | 380,000 tested, 1.1% active | Potency, µM (titrated, usually from 46.1 µM), without a hit: at the highest dose activation, most hits filed as activators | MCF7-BRCA1-FFLuc reporter, luminescence, 48 h; response scale: scaled: vehicle 0%, 10 µM genistein 100%; further: potency means the concentration at half of the fitted maximal effect; nearly all actives have a fitted effect of over 80% in size; some results filed as inactive show a strong effect at the top dose
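Reporter cells (MCF7, BRCA1 promoter-firefly luciferase) received library compounds across a concentration series for 48 h. End-point luminescence was measured and concentration-effect curves derived after normalization.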
Integrin act MD – activates integrin-mediated alleviation for muscular dystrophy; alpha7betagal myoblasts, beta-gal FDG fluorescence, 48 h; Potency, µM (doses to about 38.3 µM), inactives show at the top dose activation, actives largely listed as activators; 350,000 tested, 0.064% active; AID 624291;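 further: potency means the concentration at half of the fitted maximal effect; 100% = response of the positive control SU9516; nearly all actives have a fitted effect of over 60% in size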
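Alpha7betagal+/- myoblasts (passage 13) were plated 16-24 hr, then exposed to compounds (1:260 dilution of DMSO stock) for 48 hours at 37C. After MPER lysis, β-galactosidase reporter activity was read as FDG fluorescence (ex 480/em 540) after 30 minutes.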
TSG101-PTAP inh – blocks PTAP/TSG101 interaction to inhibit HIV-1 budding; Fluorescence polarization, FITC-PTAP peptide / Tsg101 binding; Potency, µM (highest dose often 115 µM), for inactives: at the highest dose activity change, negative = inhibition, hits mostly inhibitors; 340,000 tested, under 10 active; Q99816; AID 493005; active means well fitted inhibition curve with a large enough effect in the main read-out, with a control signal flat, not every such curve was filed as active; inconclusive means small, poorly fitted or top-dose-only effect, or effect the other way, or a change in a side signal; inactive means no such curve, though single readings can be large or run the other way; further: potency means the concentration at half of the fitted maximal effect; % of control where 0% means no effect
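Tsg101 binding domain (10 uM final) was mixed with compound and a FITC-labeled PTAP peptide (50 nM final) in HEPES pH 7.5 buffer with NaCl, Tween 20, EDTA and TCEP; fluorescence polarization was read after 20 min at r.t.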
uPA generation – blocks generation of uPA at the cell surface. cell surface uPA generation assay, qHTS. AID 540303. Potency, µM (top dose mostly 38.3 µM), inactives show at the top dose activity change, negative = inhibition, actives largely listed as inhibitors. 330,000 tested, 0.31% active; active means well fitted inhibition curve with a large enough effect; inconclusive means small, poorly fitted or top-dose-only effect; inactive means no such curve, though single readings can be large or run the other way; tested in mouse RAW 264.7 cells; further: potency means the concentration at half of the fitted maximal effect; on the % scale 0 is the no-effect control and ±100 the full control effect; nearly all actives have a fitted effect of over 55% in size
Starred values were filed as active, the others as inactive; u = inconclusive; x = no result given; & = joins results of further samples; [ ] = another dose, or the depositor's remark. Unless noted, the call rests on the fitted dose curve; in most records, active means well fitted curve in the direction sought with a large enough effect; inconclusive means small, poorly fitted or top-dose-only effect, or another doubt; inactive means no such curve, though single readings can be large; an effect the other way counts as inactive or inconclusive.

mol,ELG1 genotox,p53 reactivation,S-ASM inh,TRPV1 ag,Eya2 phos inh,B2AR arrestin,USP2a inh,BRCA1 expr act,Integrin act MD,TSG101-PTAP inh,uPA generation
O=C(NC12CC3CC(CC(C3)C1)C2)N1CCC(O)(c2ccc3c(c2)OCO3)CC1,3%,10%,-2%,u,-35%,0.1%,-1%,17%,-19%,0%,u
COC(=O)/C(=C/c1ccco1)NC(=O)c1ccc(Br)o1,0%,0%,2%,4,-7%,-0.1%,1%,-3%,8%,0%,-3%
COc1ccc(CC(=O)NCc2ccc(-n3cccc3)cc2)cc1OC,0%,2%,0%,81*,-3%,-0.8%,2%,-71%,-7%,-1%,-15%
Cc1cccc(N2CC(C(=O)Nc3ccc(S(=O)(=O)Nc4nccs4)cc3)CC2=O)c1C (stereo not given),2%,5%,-3%,2,13%,-0.1%,1%,-5%,40%,-1%,-1%
Cn1c(Cc2ccccc2)nnc1SCC(=O)NC1CCCCC1,-7%,1%,1%,-9,13%,-0.3%,0%,7%,-2%,-2%,-2%
Cc1ccc(S(=O)(=O)NC(=O)N2CCC(C)CC2)cc1,0%,-2%,x,2,-3%,-0.1%,1%,x,x,x,x
O=C(Nc1ccc(Cl)cc1)c1cccc(S(=O)(=O)Nc2ccccn2)c1,-11%,-6%,1%,u,-2%,-1.8%,-1%,-19%,-14%,x,-11%
CC(C)(C)NS(=O)(=O)c1ccc(OCC(=O)NCC2CCCO2)cc1 (stereo not given),2%,3%,-5%,0,-8%,-0.4%,2%,-8%,18%,2%,2%
Cn1cccc1C(=O)NC(=O)COC(=O)CC12CC3CC(CC(C3)C1)C2,6%,25%,0%,25,13%,-0.3%,3%,-27%,-20%,0%,3%
Cc1ccc(NS(=O)(=O)c2ccccc2F)cc1S(=O)(=O)N1CCCCCC1,0%,-4%,x,10,6%,-0.4%,-1%,-8%,20%,-1%,-7%
CN(C)c1ccc(Nc2ccc([N+](=O)[O-])cn2)cc1,u,7%,-8%,-3,-2%,0.1%,0%,3.2µM*,u,-4%,-4%
CCC(C(=O)N1CCN(S(=O)(=O)c2ccc(F)cc2)CC1)c1ccccc1 (stereo not given),-1%,-3%,-4%,u,4%,0.1%,2%,-6%,1%,-6%,-6%
O=C(O)C1CC=CCC1C(=O)NNc1ccccc1 (stereo not given),5%,4%,1%,1,-9%,-0.2%,3%,14%,-16%,-5%,5%
CCOc1ccc2oc(-c3ccccc3)c(C(=O)N3CCN(C)CC3)c2c1,-6%,-7%,11%,14,-18%,0.0%,-7%,-42%,12%,-14%,-3%
COC(=O)C1=C(Nc2cc(Cl)cc(Cl)c2)CSC1,-1%,0%,19%,1,7%,0.1%,0%,-23%,15%,-9%,1%
COc1ccc(-c2c(C#Cc3ccsc3)c3cc(-c4ccc5cc[nH]c5c4)ccc3n2C)cc1,u,6%,28%,x,-16%,0.0%,7%,0%,4%,-2%,21%
O=C(CC1SC(N2CCOCC2)=NC1=O)Nc1ccccc1Cl (stereo not given),0%,11%,6%,1,0%,-0.1%,1%,3%,12%,1%,5%
CC(=NCCc1c(C)[nH]c2ccc(OC(F)(F)F)cc12)C1=C(O)CC(c2ccccc2)CC1=O (stereo not given),-6%,0%,u,24,1%,-1.1%,2%,-76%,-31%,-5%,u
O=C(Oc1ccc(Cl)c2cccnc12)N1CCCCCC1,-1%,10%,0%,4,-4%,0.8%,-1%,18%,-14%,1%,6%
Cc1cc([N+](=O)[O-])nn1CCCC(=O)NC(C)c1ccccc1 (stereo not given),-2%,-2%,-1%,-5,1%,u,3%,-9%,-14%,-1%,-11%
NC(=O)c1ccc(NC(=O)COC(=O)/C=C/c2cn(-c3ccccc3)nc2-c2cccnc2)cc1,-1%,0%,17%,0,8%,-0.4%,0%,-4%,31%,2%,0%
CCC(=O)c1ccc(OCC(=O)Nc2ccccc2C(=O)N2CCCCC2)cc1,-18%,-4%,5%,-9,-6%,-0.4%,1%,-13%,3%,1%,0%
COc1ccc(S(=O)(=O)Nc2ccccc2-c2nc3ccccc3[nH]c2=O)cc1,-19%,3%,239%[activator],-1,-18%,0.5%,0%,-67%[inhibitor],-2%,-5%,2%
Cc1[nH]n(-c2ccccc2)c(=O)c1C(c1cccc([N+](=O)[O-])c1)c1c(C)[nH]n(-c2ccccc2)c1=O,-1%,12%,-6%,-3,4%,0.5%,-4%,-40%,-27%,-8%,3%
Cc1noc(C)c1C(=O)NCCC1=CCCCC1,4%,2%,6%,0,-7%,0.1%,0%,9%,18%,-1%,x
COC(=O)c1cc(S(=O)(=O)NCC2CCN(Cc3ccccc3F)CC2)c[nH]1,-1%,0%,3%,-2,-1%,-0.2%,1%,8%&0%,25%,-5%,6%
Cn1cc(/C=C2\SC(=S)N(NC(=O)c3cccc(Cl)c3)C2=O)c2ccccc21,-2%,-1%,u,6,16%,0.3%,u,-8%,13%,u,-4%
O=[N+]([O-])c1cccc(NC(=S)N2CCN(S(=O)(=O)c3ccccc3)CC2)c1,-3%,8%,1%,10,4%,-0.4%,2%,-31%,u,-3%,-24%
CN1CCN(c2oc(Cc3cccc4ccccc34)nc2C#N)CC1,6%,-1%,2%,27,7%,0.2%,1%,13%,-3%,-2%,1%
O=C(NC1CCCC1)C(c1ccncc1)N(C(=O)c1csnn1)c1ccc(F)cc1 (stereo not given),1%,3%,-3%,2,-5%,0.0%,1%,-16%,-28%,-1%,-2%
CCCn1c(=N)c(C(=O)NCc2ccc3c(c2)OCO3)cc2c(=O)n3cccc(C)c3nc21,-2%,15%,35%,26,-7%,-0.2%,3%,11%,u,0%,0%
COc1ccc(NC(=O)CCCn2nc(C)c3c(C)n(-c4ccccc4)nc3c2=O)cc1OC,-2%,0%,4%,0,-6%,-0.7%,6%,-18%,-15%,-9%,-13%
Nc1cc2c(cc1C(=O)c1cccc(Br)c1)OCCO2,2%,0%,-3%,5,-6%,-0.6%,0%,-43%,-21%,1%,-5%
COc1ccc(CN2C(=O)c3cccc4cccc(c34)C2=O)cc1,5%,5%,103%[activator],11,-6%,-0.9%,7%,-8%,2%,-1%,0%
COc1ccc(OCC(=O)OC(C)CN2CCOCC2)cc1 (stereo not given),2%,-5%,1%,16,9%,0.1%,0%,-2%,-10%,-5%,4%
O=C(CCl)N1c2ccccc2CCc2ccccc21,-21%,-119%[inhibitor],x,-6,-1%,0.2%,1%,x,x,x,x
O=C(O)c1nn(CCOc2ccccc2F)c(=O)c2ccccc12,u,5%,-2%,-2,3%,-0.1%,-6%,13%,3%,-3%,3%
Cn1c(/N=C/c2cc(Cl)ccc2O)nc2ccccc21,0%,-3%,-1%,0,12%,-0.4%,0%,8%,-4%[7.66 µM],-3%,x
CC(=O)N(c1ccc2oc(=O)sc2c1)S(=O)(=O)c1ccc(C(=O)O)cc1,-9%,3%,2%,-3,-2%,0.0%,0%,-19%,-8%,-3%,1%
O=C(CSc1ccc(-c2ccco2)nn1)N1CCCCCC1,3%,0%,-5%,0,2%,-0.2%,-1%,51%,7%,5%,-1%
O=C1[C@H]2[C@@H](c3ccc(F)cc3)N3C(=O)N(c4cccc(Cl)c4)C(=O)[C@@]3(Cc3ccccc3)[C@H]2C(=O)N1C1CCCCC1,1%,21%,1%,1,15%,0.1%,-2%,-44%,2%,-2%,1%
Cc1cc(C(F)(F)F)c2c(N)c(C(=O)NC3CC3)sc2n1,9%,-13%,0%,-2,-3%,-0.1%,0%,0%,14%,0%,3%
CSc1nc(NNC=O)cc(Oc2ccc(NC(C)=O)cc2)n1,1%,3%,-1%,-2,-7%,0.4%,1%,-8%,10%,-2%,-2%
O=C(N/C(=C/C=C/c1ccccc1)C(=O)N1CCOCC1)c1ccccc1Cl,-3%,4%,-1%,-3,9%,0.4%,2%,-44%,0%,-10%,0%
C#CCNC(=O)C1=C[C@@H](C2CCCCC2)C[C@@H](OCc2ccc(CO)cc2)O1,5%,5%,5%,15,11%,0.3%,5%,-2%,3%,-6%,-14%
